# Screens: PubChem, Sanford-Burnham Center for Chemical Genomics
# beta cell repl: inducers of beta-cell replication in MIN6 cells. MIN6 cells proliferation, ATPlite luminescence, 48 h; cells starved in 0.2% serum; 100% = growth in 10% serum. proliferation, % at 10 µM. actives 0.29% (n = 330,000). AID 2380;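 active = compounds whose signal lies at least 3.5 SD above the mean of all wells on their plate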;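 also: 0% = DMSO-treated cells in low-serum medium and 100% = 10% serum control; some compounds called inactive have numbers as strong as hits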
# mIAP activ: mouse IAP activation. muIAP, CDP-Star luminescence, 30 min; stronger effect = higher value; 1 = vehicle-only enzyme signal, 0 = enzyme-free wells. activation factor at 10 µM. actives 0.24% (n = 330,000);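 active = activation factor of at least 2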; also: the source names both 10 and 20 µM as test concentration; values of inactives mirror those of a sister screen read the other way
#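 Assay system: mouse IAP enzyme / Compound: DMSO-dissolved test compounds / Timing: 30 min, room temperature / Measured by: luminescence from enzymatic CDP-Star hydrolysis / Control set: DMSO-only wells, enzyme-free buffer wells as negative control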
# mIAP block: mouse IAP inhibition; purified mouse IAP, CDP-Star luminescence, 30 min; inhibition, % at 10 µM; actives 0.2% (n = 330,000);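 active = inhibition of at least 40% at 10 µM in the primary screen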;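 also: plate controls were DMSO with enzyme for no effect and no enzyme wells for full effect; values of inactives mirror those of a sister screen read the other way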
# hIAP inh: human IAP inhibition; P09923; purified IAP, CDP-Star luminescence, 30 min; inhibition, % at 10 µM; actives 0.12% (n = 330,000);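 active = inhibition reaching a set limit with compound at 10 µM in the primary screen, cut at about 35% in these data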;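 also: plate controls were DMSO wells with enzyme for no effect and no-enzyme buffer wells for full effect; values of inactives mirror those of a sister screen read the other way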
# Target sequence (P09923 whole entry, looked up): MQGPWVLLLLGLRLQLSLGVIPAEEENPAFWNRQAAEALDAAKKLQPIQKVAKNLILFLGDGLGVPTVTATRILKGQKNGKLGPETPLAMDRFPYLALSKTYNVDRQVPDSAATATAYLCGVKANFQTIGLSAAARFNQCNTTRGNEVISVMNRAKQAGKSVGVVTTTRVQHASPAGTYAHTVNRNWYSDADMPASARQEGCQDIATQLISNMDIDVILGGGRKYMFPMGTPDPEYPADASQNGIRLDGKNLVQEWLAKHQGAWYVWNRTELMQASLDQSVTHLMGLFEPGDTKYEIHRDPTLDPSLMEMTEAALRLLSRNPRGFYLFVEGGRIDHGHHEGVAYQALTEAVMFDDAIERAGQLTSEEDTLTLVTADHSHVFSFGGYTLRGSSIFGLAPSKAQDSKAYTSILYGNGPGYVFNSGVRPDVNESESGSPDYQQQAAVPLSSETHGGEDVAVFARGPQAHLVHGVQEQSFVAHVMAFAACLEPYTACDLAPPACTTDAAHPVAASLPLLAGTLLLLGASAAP
# TIM10 inh: TIM10 yeast growth inhibition; S. cerevisiae TIM10 strain growth, BacTiter-Glo luminescence, 24 h; inhibition, % at 10 µM; actives 1.4% (n = 330,000);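 active = inhibition of 40% or more at the single tested concentration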;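 also: wild-type TIM10 isogenic control strain grown at permissive 25 °C; 0% = DMSO yeast wells and 100% = minimal medium wells without yeast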
# A3A deaminase: inhibitors of human APOBEC3A DNA deaminase; P31941; AID 493011; recombinant A3A, FAM/TAMRA ssDNA deamination fluorescence; actives 0.41% (n = 330,000); inhibition, % at 20 µM;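 active = at least 40% inhibition at 20 µM here, with at most 30% in a related deaminase screen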;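 also: plate controls were A3A with DMSO for no effect and wells lacking A3A enzyme for full effect; some results filed as inactive read as strong as hits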
# NALP3 yeast inh: NALP3 inhibition in yeast; Yeast reconstituted NLRP3/ASC/caspase-1, beta-gal luminescence, 24 h; AID 2825; inhibition, % at 10 µM; actives 0.39% (n = 330,000);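 active = inhibition of 50% or more; inactive = inhibition below 50%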;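 also: plate controls were induced DMSO wells for no effect and uninduced yeast grown without galactose for full effect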
# tim10-1 inh: growth inhibitors of tim10-1 mutant yeast | S. cerevisiae tim10-1 ts strain growth, BacTiter-Glo, 24 h | inhibition, % at 20 µM | actives 2.2% (n = 330,000);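 active = inhibition of at least 40%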;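 also: mutant grown at 25 °C; 0% = DMSO wells with yeast and 100% = wells holding no yeast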
# A3G deaminase: APOBEC3G (human) deaminase inhibition; Q9HC16; recombinant A3G, ssDNA deamination FAM/TAMRA fluorescence; inhibition, % at 20 µM; actives 0.28% (n = 330,000);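 active = inhibition of at least 40% at 20 µM, with no more than 30% in the related APOBEC3A deaminase screen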;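 also: plate controls were DMSO wells with A3G for no effect and wells lacking A3G enzyme for full effect; some compounds called inactive have numbers as strong as hits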
# Target sequence (Q9HC16 whole entry, looked up): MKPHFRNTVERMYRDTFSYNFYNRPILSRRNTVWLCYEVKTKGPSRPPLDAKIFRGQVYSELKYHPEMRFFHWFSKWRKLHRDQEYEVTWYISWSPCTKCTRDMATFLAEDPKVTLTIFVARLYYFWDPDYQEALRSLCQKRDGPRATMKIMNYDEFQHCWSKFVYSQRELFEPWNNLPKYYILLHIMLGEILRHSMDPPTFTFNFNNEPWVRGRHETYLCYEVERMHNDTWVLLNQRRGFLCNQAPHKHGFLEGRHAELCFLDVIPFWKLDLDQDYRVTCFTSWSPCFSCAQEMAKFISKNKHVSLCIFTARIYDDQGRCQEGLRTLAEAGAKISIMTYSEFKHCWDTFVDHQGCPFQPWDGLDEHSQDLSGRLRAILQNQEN
# Active calls of the source: *; . = not tested or not shown.
SMILES,beta cell repl,mIAP activ,mIAP block,hIAP inh,TIM10 inh,A3A deaminase,NALP3 yeast inh,tim10-1 inh,A3G deaminase
CCN(C(=O)CSc1nnc(Nc2ccccc2C)s1)C1CCS(=O)(=O)C1 (stereo not given),0,1,0,0,10,-3,-4,10,-8
O=C(N/C(=C\c1ccc([N+](=O)[O-])cc1)C(=O)N1CCOCC1)c1ccccc1,1,1.1,-5,-14,4,2,5,3,2
CCCN1C(=O)/C(=C\C=C2/C=CN(CC)c3ccccc32)SC1=S,-4,1,-4,-14,15,-5,21,29,0
CCCC1(C(=O)OCC)NC(c2ccc(OC)cc2OC)C2C(=O)N(c3ccccc3)C(=O)C21 (stereo not given),0,1.1,-6,-15,11,-2,20,21,-3
Cc1ccc(C(=O)Nn2cnnc2)cc1S(=O)(=O)N1CCOCC1,0,1,-2,6,11,0,1,-6,-7
O=C(Nc1ccc2nc3n(c(=O)c2c1)CCCC3)c1cccc([N+](=O)[O-])c1,0,0.92,8,11,5,2,13,3,1
COc1ccc(N2C(=O)CSC2c2ccccc2)cc1 (stereo not given),-3,0.96,4,2,15,-2,-2,-5,-7
Cc1nc2ccc(C(=O)Nc3ccc4nc[nH]c4c3)cc2[nH]1,-2,1,0,-21,-2,1,18,-3,-6
Cc1ccc2[nH]c(=O)c(-c3noc(CC(C)C)n3)cc2c1,-2,0.97,3,-3,29,1,-18,22,-8
CNCc1ccc(OCc2ccccc2)c(OC)c1,2,0.96,4,-10,-17,0,17,8,0
CC(C)NC(=S)n1cc(C(=O)c2cc(Cl)cc(Cl)c2O)cn1,-1,0.85,15,-15,4,-2,9,-5,-4
COc1ccc(C2=CN(Cc3ccccc3)CCC2=O)cc1,2,1.1,-5,-10,11,-2,13,12,-5
N#Cc1nc(COc2ccccc2)oc1N1CCCC1,-2,0.95,5,-47,-22,4,75*,3,2
CCC(=O)NC1(C(F)(F)F)C(=O)Nc2c1c(=O)n(C)c(=O)n2C (stereo not given),2,1,-2,1,8,-1,5,2,2
CCOC(=O)C(Cc1ccccc1)NC(=O)CCC(=O)c1ccc(OC)cc1 (stereo not given),-2,0.97,3,5,-1,-1,10,23,-5
COCCn1cc(C(=O)c2ccccc2OCC(=O)Nc2cc(C)on2)cc(C#N)c1=O,0,0.97,2,-8,3,-1,-3,-7,-5
COc1cc(OC)cc(C(=O)N[C@H](C(=O)OCC(=O)N2CCc3ccccc32)C(C)C)c1,-5,0.98,2,6,6,1,0,-36,-1
O=C(/C=C/c1ccc(F)cc1)NC(=S)N1CCN(Cc2ccccc2)CC1,1,0.89,11,7,14,-1,22,-2,-3
C/C(=N/NC(=O)c1cccs1)c1ccco1,0,0.97,3,2,-4,3,6,7,-1
Brc1ccccc1OCCCN1CCOCC1,-4,1.1,-15,-22,-15,-6,25,8,-4
CC(=O)Oc1ccc(C(=O)Nc2ccc(C3(C#N)CCCC3)cc2)cc1,-5,1.1,-10,-20,4,-4,6,24,-5
CN(Cc1nccs1)C(=O)c1ccc(OC2CCN(CCc3ccccc3)CC2)cc1,1,0.95,5,-3,6,-3,9,-4,-6
O=C(N/N=C/c1ccc(OCC(=O)N2CCCCC2)cc1)c1ccccc1O,0,0.92,8,2,-15,4,12,9,0
CC1=C(C(=O)OC(C)C)C(c2ccc(N(C)C)cc2)C2=C(CC(C)(C)CC2=O)N1 (stereo not given),-1,1.1,-11,5,-6,-2,5,19,-4
C/C(CC(=O)Nc1cc(C)ccn1)=N\NC(=O)c1ccncc1,1,0.92,8,17,13,-2,4,4,-5

# The closing four compounds of the section before open the next one:
SMILES,beta cell repl,mIAP activ,mIAP block,hIAP inh,TIM10 inh,A3A deaminase,NALP3 yeast inh,tim10-1 inh,A3G deaminase
CN(Cc1nccs1)C(=O)c1ccc(OC2CCN(CCc3ccccc3)CC2)cc1,1,0.95,5,-3,6,-3,9,-4,-6
O=C(N/N=C/c1ccc(OCC(=O)N2CCCCC2)cc1)c1ccccc1O,0,0.92,8,2,-15,4,12,9,0
CC1=C(C(=O)OC(C)C)C(c2ccc(N(C)C)cc2)C2=C(CC(C)(C)CC2=O)N1 (stereo not given),-1,1.1,-11,5,-6,-2,5,19,-4
C/C(CC(=O)Nc1cc(C)ccn1)=N\NC(=O)c1ccncc1,1,0.92,8,17,13,-2,4,4,-5
Cn1c(CC(=O)Nc2ccccc2Cl)nnc1SCC(=O)Nc1nncs1,1,1.1,-6,-6,-12,-3,-6,5,-10
COc1ccc(C(C)(C)C)cc1NC(=O)CSc1ncn[nH]1,-3,0.89,11,-30,5,-2,6,-1,-8
CCOC(=O)c1sc(NC(=S)NC(=O)c2ccc(OC)cc2)nc1C,-3,0.83,17,-11,6,-8,4,-8,-4
CCC(=O)Nc1nnc(-c2ccccn2)o1,-5,0.91,9,0,7,-2,2,5,-4
COc1ccc(OC)c(S(=O)(=O)Nc2c(C)cccc2C)c1,1,0.99,1,0,20,4,18,26,-8
Cc1nnc(NNS(=O)(=O)c2ccc(Cl)cc2)[nH]c1=O,-1,0.99,1,-14,-19,-3,2,-17,-7
Cc1ccc(NC(=O)CCC(=O)NNC(=O)COc2cccc3ccccc23)c(C)c1,-2,0.78,22,5,9,0,2,4,-3
CCCCNC(=O)CCC(=O)NNc1nc2ccccc2c2nc(-c3ccccc3)nn12,0,0.84,16,-68,8,-1,12,-6,-4
CCCN=C1N(C)C[C@@H]2[C@@H]3C(=O)N(Cc4ccccc4)C(=O)[C@@H]3[C@](CC)(C(=O)OC)N12,.,1.1,-10,.,-12,3,.,-9,3
C=CCNc1nc(C(=O)OCC(=O)Nc2cccc(SC)c2)cs1,-1,1.2,-15,19,-6,0,13,-5,0
CCN(CC)C(=O)CSc1nc(C)cc(C)n1,-1,1.1,-7,5,4,1,7,-5,-3
CC(C)(C)C(=O)Nc1nc(=S)ss1,-1,0.87,13,22,-24,1,21,0,4
COc1cccc(OC(=O)c2cc3ccccc3oc2=O)c1,-3,1,-2,-13,-9,-2,11,25,-2
CC(/C=N/n1c(C2CCCCC2)n[nH]c1=S)=C\c1ccccc1,-5,0.92,8,-36,49*,-2,22,48*,-4
Cc1noc(C)c1S(=O)(=O)N1CCC(C(=O)NC2CCCc3ccccc32)CC1 (stereo not given),-1,1.1,-11,-12,-10,3,5,5,3
CCOc1cc(-c2cc(-c3ccc(OC)cc3)nc(N)c2C#N)ccc1O,-1,0.98,2,-3,34,11,44,26,9
N#Cc1c(-c2ccccc2)nc(SCc2nc(N)nc(N3CCCCC3)n2)[nH]c1=O,-2,0.96,4,-14,8,-4,12,11,-7
Cc1cccc(C)c1NC(=O)CNC(=O)c1c(C)nn(-c2ccccc2)c1C,1,1,0,-10,-5,-2,6,-18,-6
O=C(NC(=S)Nc1ccc(CN2CCOCC2)cc1)c1ccccc1[N+](=O)[O-],1,0.96,4,-8,-5,-6,0,18,-6
COc1ccc(C(=O)NCc2ccccc2CN2CCCC2)cc1S(=O)(=O)N1CCOCC1,7,0.89,11,17,-7,-3,18,2,-9
CCCS(=O)(=O)N1CCN(C(=O)c2cccnc2)CC1,0,0.96,4,1,-12,-4,4,8,-6
CCCN1CCN(C(=S)Nc2ccc3nc(N4CCN(CC)CC4)cc(C)c3c2)CC1,-6,1,-3,-7,-24,-9,7,5,-6
Fc1ccccc1OCCCn1ccnc1,-1,1,-1,28,-6,-8,3,4,-7
CCOc1cc(CNCc2cccnc2)ccc1OCC(=O)NC(C)(C)C,0,1,-2,-1,-4,1,7,-6,-8
CN(C)c1ccc(CNCc2cccnc2)cc1,-1,1,0,-11,11,4,19,-13,-2
# Following part:
SMILES,beta cell repl,mIAP activ,mIAP block,hIAP inh,TIM10 inh,A3A deaminase,NALP3 yeast inh,tim10-1 inh,A3G deaminase
Cc1cc(C)cc(N(CC(=O)NCc2ccco2)C(=O)CCC(=O)Nc2nccs2)c1,2,0.94,6,6,0,-1,-4,-17,-10
COc1ccc(NC(=O)CSc2nc3[nH]c(=O)[nH]c(=O)c3s2)cc1OC,0,0.94,6,-14,-2,-3,-1,2,-4
CC1CC(C)CN(C(=O)COC(=O)c2ccc3ncsc3c2)C1 (stereo not given),9,1.1,-9,12,-9,-1,18,-8,-8
O=C(CN1C(=O)c2cccc([N+](=O)[O-])c2C1=O)OCC(=O)N1CCCCC1,4,1,-4,-21,3,-2,6,-1,-11
COc1cc(CN(C)Cc2cccc3ccccc23)cc([N+](=O)[O-])c1O,-4,0.99,1,12,8,-4,-19,13,1
Cc1[nH]c2ccccc2c1CCN(Cc1cccnc1)C(=S)NC(C)(C)C,0,0.97,3,-2,3,-3,27,23,-6
O=C(NCC(=O)N(c1ccccc1)C(C(=O)NC1CCCC1)c1ccncc1)c1cccs1 (stereo not given),-2,1,-5,-4,0,1,10,-1,-2
COc1cccc(NC(=O)CN(C)C(=O)CSCc2nc3scc(-c4cccs4)c3c(=O)[nH]2)c1,-3,0.85,15,18,12,2,23,6,-8
Cc1ccc(-n2c(SCC(=O)Nc3ccc4c5c(cccc35)CC4)nc(O)cc2=O)cc1,-1,0.91,9,11,6,0,15,33,-3
COc1cccc(CNS(=O)(=O)c2cn(C)cn2)c1,-1,1,0,1,3,1,7,-19,-4
Cc1cc(N2CCN(c3ccccc3)CC2)nc(N)n1,-1,0.98,2,-40,5,-4,2,24,-11
O=C(O)CC(NC(=O)Nc1ccccc1)c1ccc(OC2CCCC2)cc1 (stereo not given),-2,1,-5,-11,12,1,19,10,3
CCOc1ccc(NC(=O)CSc2nc3ccccc3nc2N2CCOCC2)cc1,-4,0.96,4,5,-4,3,8,3,2
COc1cc(S(=O)(=O)N2CCCCC2)ccc1NC(=O)c1ccccc1Cl,-2,0.99,0,-25,16,-4,-4,26,-5
O=C(CCc1nc(-c2ccc(F)cc2)no1)NCc1ccccc1CN1CCOCC1,3,0.99,1,1,-2,0,13,6,2
Cc1ccc(C2(O)CN(c3ccccc3C)C3=[N+]2CCS3)cc1 (stereo not given),0,1,-4,5,11,-2,-4,21,-5
O=C(COC(=O)c1ccc(S(=O)(=O)NCc2ccco2)cc1)NC1CCCCC1,0,0.99,1,6,-3,2,19,0,1
CCOc1cc(N2CCOCC2)c(OCC)cc1NC(=O)Cc1cccc2ccccc12,0,0.99,1,-2,35,2,15,21,1
COc1ccccc1NC(=O)C[n+]1ccccc1,1,1,-1,12,2,-2,16,1,-1
O=C(NCc1ccc(F)cc1)C1CC(=O)N(C2CCCC2)C1 (stereo not given),0,1.1,-8,2,-1,-5,5,3,-5
Cn1c(SCC(=O)Nc2ccccc2F)nnc1-c1cccs1,0,1.1,-8,8,-7,8,16,16,0
CCN1CCN(c2cc(C)c3cc(NC(=S)N4CCCCC4)ccc3n2)CC1,-5,1,-1,-9,-26,-3,7,0,14
COc1ccc(S(=O)(=O)NCc2ccc(C(=O)NCCCN3CC(C)CC(C)C3)cc2)cc1 (stereo not given),-3,1.1,-10,-7,14,4,2,-7,0
Cc1ccc(S(=O)(=O)NC(CC(=O)NCC2CCCO2)c2ccccc2)cc1 (stereo not given),-3,1.1,-10,-6,-7,6,16,14,-6
CC(=O)c1cccc(NC(=O)CCNC(=O)c2ccccc2Cl)c1,0,1,-1,-9,-3,1,5,1,-2
COC(=O)Nc1nnc(Cc2ccc(Cl)cc2)s1,-3,1,-3,-3,16,3,7,19,3
CCN1C(=O)/C(=C\C(=O)c2cccs2)c2cc(Br)ccc21,-6,1,-4,21,74*,4,20,49*,2
Cc1ccc(S(=O)(=O)Nc2ccc3[nH]ccc3c2)cc1,-1,0.94,6,9,19,15,12,9,-10
